# ARNT TACC3 PPI: disrupts binding between human ARNT and TACC3. AlphaScreen His-ARNT PAS-B/GST-TACC3 binding, luminescence; TACC3 fragment carries E629A point mutation. AID 623870. actives 0.66% (n = 390,000). inhibition, % at 9.99 µM. Q9Y6A5;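 active means mean inhibition of replicates at least 50% and at least half of replicates each reaching 50%; inconclusive means half or more replicates reach 50% but mean below 50%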;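 further: 0% = complete ARNT plus TACC3 wells and 100% = ARNT alone without TACC3; many hits fall short of the cut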
# E-sel inducer: E-selectin induction on HUVECs; AID 686992; P16581; HUVEC E-selectin immunofluorescence imaging; normalized: neutral wells 0, TNF-alpha wells 100; actives 0.37% (n = 260,000); activation, % at 7.58 µM;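 active means mean E-selectin-positive cell signal at least 10% of the positive control, reached in at least 60% of replicates, without over 20% cell loss; inconclusive means no rule given, readout overlaps actives, possibly toxicity-flagged; inactive means the rest, including those meeting only one limit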;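 further: in these data hits start at about 27%; measured in HUVEC primary endothelial cells; signal is the percent of cells scored E-selectin positive by PE staining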
#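 System: HUVEC, human umbilical vein endothelial cells; quantity: 3,000 cells/well; buffer or medium: EGM-2 medium, gelatin-coated wells; dosing: single-point compound dose; detection: immunofluorescence imaging; evaluation: % PE-positive cells; benchmarks: TNF-alpha, DMSO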
# esBAF inh: blocks esBAF chromatin remodeling in mouse ES cells; reporter increase, % at 12.5 µM; actives 2% (n = 350,000); Bmi1-luciferase knock-in reporter, 24 h; 100% = twice the neutral-well signal; in the data active means activation above about 40%; inconclusive means no clear call, values can overlap the other calls;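 further: 0% = median of the plate's neutral control wells and 100% = double that signal; a rise in the Bmi1 reporter signal indicates esBAF inhibition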
# RAD52 inh: inhibitors of human RAD52 DNA annealing. P43351. recombinant RAD52 DNA annealing, FRET fluorescence. inhibition, % at 18.7 µM. actives 0.46% (n = 360,000). AID 651710;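 active means every replicate showing at least 50% inhibition; inconclusive means mean inhibition at least 50% but not in every replicate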
# Casp6 inh: caspase-6 (human) enzyme inhibition; inhibition, % at 12.5 µM; actives 0.53% (n = 350,000); AID 686996; purified caspase-6, Z-VEID-R110 cleavage fluorescence; P55212;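 active means mean inhibition across replicates at least about 35%, with every replicate also reaching that limit, limit read from the data; inconclusive means only one of the two criteria met; inactive means neither criterion met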;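 further: 0% = median of neutral control wells and 100% = no fluorescence left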
# Target sequence (P55212 24-179 limits assumed): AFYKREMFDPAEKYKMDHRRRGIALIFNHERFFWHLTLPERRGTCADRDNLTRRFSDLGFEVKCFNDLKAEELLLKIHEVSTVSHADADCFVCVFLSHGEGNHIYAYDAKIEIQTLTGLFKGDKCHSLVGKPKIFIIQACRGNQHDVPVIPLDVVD
# Target sequence (P55212 194-293 limits assumed): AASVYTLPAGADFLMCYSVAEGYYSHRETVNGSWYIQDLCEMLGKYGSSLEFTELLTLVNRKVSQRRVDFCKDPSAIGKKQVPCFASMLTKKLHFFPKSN
# ERp5 block: ERp5 (human) disulfide isomerase inhibition | Q15084 | ERp5 insulin aggregation, absorbance 650 nm, 90 min | inhibition, % at 9.99 µM | actives 0.05% (n = 350,000) | AID 651711;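 active means mean replicate inhibition above about 25%, with every replicate also reaching it, limit read from the data, passing the limit was not always enough; inconclusive means only one of those two criteria met; inactive means neither criterion met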
# RAD54 branch: blocks human RAD54 Holliday junction branch migration | Q92698 | FAM/BHQ fluorescence | inhibition, % at 10.4 µM | actives 0.14% (n = 360,000) | AID 602329;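 active means mean normalized replicate activity at least 40 and at least half of replicates scoring 40 or more; inconclusive means only one of the two criteria met; inactive means mean below 40 and under half of replicates reaching 40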;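 further: 0% = median of neutral control wells and 100% = median of positive control wells; inhibitors cause a drop in the FAM fluorescence signal; in these data hits start at about 50%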
# Target sequence (Q92698 whole entry, looked up): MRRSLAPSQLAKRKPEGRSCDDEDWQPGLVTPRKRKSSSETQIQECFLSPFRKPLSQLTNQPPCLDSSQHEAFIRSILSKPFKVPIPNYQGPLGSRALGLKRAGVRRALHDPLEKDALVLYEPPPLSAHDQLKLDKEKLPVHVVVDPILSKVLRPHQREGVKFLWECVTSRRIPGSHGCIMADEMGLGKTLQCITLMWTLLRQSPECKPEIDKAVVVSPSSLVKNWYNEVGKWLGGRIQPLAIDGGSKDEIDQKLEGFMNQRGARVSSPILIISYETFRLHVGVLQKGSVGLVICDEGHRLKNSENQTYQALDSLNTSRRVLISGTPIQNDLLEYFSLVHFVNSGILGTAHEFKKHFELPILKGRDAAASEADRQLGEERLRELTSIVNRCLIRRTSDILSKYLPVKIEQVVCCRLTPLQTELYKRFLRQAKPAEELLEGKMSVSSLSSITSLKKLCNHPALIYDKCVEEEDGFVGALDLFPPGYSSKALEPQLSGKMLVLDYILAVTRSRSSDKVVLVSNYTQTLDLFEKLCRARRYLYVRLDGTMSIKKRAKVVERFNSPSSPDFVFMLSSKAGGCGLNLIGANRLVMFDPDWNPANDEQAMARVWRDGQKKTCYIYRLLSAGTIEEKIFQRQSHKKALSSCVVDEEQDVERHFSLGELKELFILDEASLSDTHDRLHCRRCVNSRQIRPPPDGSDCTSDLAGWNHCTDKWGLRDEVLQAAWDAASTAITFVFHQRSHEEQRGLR
# PglD inh: blocks C. jejuni PglD acetyltransferase activity. purified PglD enzyme, DTNB colorimetric CoA detection. inhibition, % at 12.5 µM. actives 0.098% (n = 360,000); in the data active means inhibition above about 16%, passing the limit was not always enough; inconclusive means no clear call, values can overlap the other calls; further: strong numbers were not always called active
# Numbers without * were called inactive; ? = inconclusive; . = not tested or not shown; & = joins results of further samples.
# Every second line gives: E-sel inducer	Casp6 inh	PglD inh	RAD52 inh	esBAF inh	ERp5 block	RAD54 branch	ARNT TACC3 PPI
1	O=C(c1ccccc1Cl)N(Cc1ccc(Br)cc1)N1C(=O)CCC1=O
    -0.3	0	.	-11	-5	-1	.	-16
2	Cc1cc(Sc2nnc(/N=C/N(C)C)s2)c2ccccc2n1
    -0.2	-2	6	9	.	1	-2	-3
3	C[C@H]1CN([C@@H](C)CO)C(=O)c2cc(NC(=O)Nc3ccc(C(F)(F)F)cc3)ccc2O[C@H]1CN(C)S(=O)(=O)c1ccc(F)cc1
    0.7	0	-4	12	0	12	-1	-13
4	COCC(C)NC(=O)Cn1c(SCc2ccccc2)nc2ccccc21 (centres undefined)
    0.9	-1	1	-6	-3	4	-3	5
5	CCCNC(=O)Nc1ccc2c(c1)OC[C@@H](C)N(C(=O)C1CCC1)C[C@@H](C)[C@@H](OC)CN(C)C2=O
    -0.1	17	-2	24	-3	-3	1	-26
6	COc1ccc(OC)c(-n2c(SCC(=O)N3CCc4ccccc43)nc3c(c2=O)SCC3)c1
    .	.	-6	.	3	.	-4	1
7	CN1CCN(C(c2ccc(C(F)(F)F)cc2)c2ccc3cccnc3c2O)CC1 (centres undefined)
    0.1	-27	.	13	.	0	.	.
8	O=C(Nc1ccc(C(=O)N2CCN(c3ccccc3)CC2)cc1)C1=CSCCO1
    .	4	0	2	5	-10	-14	3
9	CN1C(=O)CSc2ccc(C(=O)O)cc21
    0.8	-1	4	-12	-2	-3	-4	-4
10	COc1cc(C(=O)N/C(=C/c2ccc(F)cc2)C(=O)NC(C(=O)O)c2ccccc2)cc(OC)c1OC (centres undefined)
    -0.1	1	-4	-1	-4	-1	-5	10
11	CCN1CCN(CC(=O)Nc2ccc(C)c(Br)c2)CC1
    0.7	-4	-4	-8	-7	-3	2	7
12	Cn1c(CC(=O)Nc2ccccc2)nnc1SCC(=O)NC1CCCC1
    .	-6	.	2	-4	2	.	-3
13	CN(Cc1ccccc1)C(=O)COC(=O)c1ccc2c(c1)OCO2
    .	.	-5	.	8	.	7	-3
14	COCC#Cc1cnc2c(c1)C(=O)N([C@H](C)CO)C[C@H](C)[C@H](CN(C)C(=O)Nc1cc(F)ccc1F)O2
    0.4	1	-3	-2	0	-5	0	-1
15	COCC(=O)N(C)C[C@@H]1Oc2ncc(C#C[C@H](C)O)cc2C(=O)N([C@@H](C)CO)C[C@@H]1C
    -0.9	6	-4	-132	5	0	-1	0
16	COc1ccc(/C=C/C(=O)OCC(=O)c2ccc3c(c2)NC(=O)CO3)c(OC)c1
    -0.4	0	0	-15	.	4	1	-8
17	COc1ccc(C(=O)NC(=S)NC(C)C)cc1Br
    .	.	3	.	63*	.	2	-1
18	COC(=O)/C=C/c1c(C)nc(NCc2ccccc2)nc1Cl
    .	0	-2	-79	29	2	-4	7
19	C#CCN(C[C@@H]1[C@@H](OC(=O)Nc2c(C)noc2C)[C@@H](OC(=O)Nc2c(C)noc2C)Cn2c(=O)n(CCCCCC)c(=O)n21)S(=O)(=O)c1ccc(C)cc1
    -0.2	-1	3	-187	12	0	-2	.
20	Nc1ccc(C(=O)NCc2ccccc2)cc1
    0.0	0	.	-24	7	1	.	.
21	O=S(=O)(Nc1ccc(O)c2ncccc12)c1ccccc1F
    1.4	.	5	-406	?	7	-10	.
22	COc1ccc(Oc2nc(-c3cccnc3)nc3ccccc23)cc1
    5.3	0	0	-21	-11	3	-5	-7
23	Cc1ccc(S(=O)(=O)Nc2ccc3c(c2)C(=O)N([C@@H](C)CO)C[C@H](C)[C@H](CN(C)Cc2ccncc2)OCCCC[C@H](C)O3)cc1
    .	-1	8	3	1	-2	-17	3
24	O=C(COc1ncnc2cc([N+](=O)[O-])ccc12)NCCc1ccc(Cl)cc1
    .	4	.	-20	.	1	.	-1
25	COc1cccc(SCc2noc(C(=O)NC(C)C)c2C(=O)NC(C)C)c1
    0.0	1	-1	-11	0	-2	-10	0
26	COc1ccc(CC(=O)Nc2ccc(S(=O)(=O)NCC3CCCO3)cc2)cc1 (centres undefined)
    .	.	3	.	14	.	-8	-1
27	Fc1ccc(Nc2ccnc(C(F)(F)F)c2)cc1
    9.8	2	5	-10	2	-2	-3	3
28	CC1CCN(S(=O)(=O)N2CCC(C(=O)NCCC3=CCCCC3)CC2)CC1
    -2.3	.	.	-17	.	3	.	-5
29	O=C(Nc1cccnc1)C1CCN(S(=O)(=O)c2ccc(Cl)cc2)CC1
    0.6	1	0	-5	.	-1	-3	-4
30	O=C(Nc1ccc(-n2nncc2-c2ccco2)cc1)c1cc2ccccc2oc1=O
    .	.	2	.	16	.	1	-8
31	Cc1cccc(-n2nnc3c(=O)n(CC(=O)Nc4cc(C)on4)cnc32)c1
    3.2	-5	.	-4	-1	0	.	2
32	O=C(Nc1ccc(S(=O)(=O)N2CCCC2)cc1)c1ccccc1
    .	0	-2	-6	12	5	-5	-2
33	NC(=O)c1ccccc1OCC(=O)N1CCCC1c1ccc2c(c1)OCCCO2 (centres undefined)
    0.0	-2	0	-4	6	-1	-11	-4
34	Cc1ccc(C)c(N2CCN(C(=O)c3cc4ccccc4oc3=O)CC2)c1
    0.2	0	-4	-16	-2	-6	-15	4
35	CC(=O)NCc1ccc(S(=O)(=O)NC(C)CCc2ccccc2)cc1 (centres undefined)
    .	2	-5	-3	-6	1	7	-6
36	CC(=O)Nc1cc(C(=O)N2CCCC2)ccc1Sc1ccc(Cl)cc1
    .	.	2	.	5	.	-5	-7
37	CC(C)CNC(=O)c1[nH]c(C(F)(F)F)nc1-c1ccccc1
    -0.1	1	11	-13	0	3	2	.
38	C=CCn1c(SCC(=O)NC2CCCCC2)nc2ccccc2c1=O
    -0.3	-2	-14	6	2	0	-2	0
39	CN1/C(=C\C=O)C(C)(C)c2ccccc21
    2.9	-2	.	-40	.	5	.	-3
40	O=C(CN1C(=O)NC2(CCOc3ccccc32)C1=O)c1ccc(Cl)cc1 (centres undefined)
    0.3	78*	3	-6	.	-6	7	4
41	CC(C)C(=O)Nc1ccc(C(=O)NC2CCSC2=O)cc1 (centres undefined)
    .	.	-4	.	8	.	-1	-12
42	COc1ccc(C(=O)NCCCOc2cccc(NC(C)=O)c2)cc1
    0.3	0	.	-6	.	-1	.	.
43	Cc1cccc(C)c1NC(=O)CN(C)C(=O)CC1Sc2ccccc2NC1=O (centres undefined)
    -0.3	2	3	1	4	-4	-3	.
44	CC1CCN(C(=O)CSc2nnc(Cc3cc(=O)[nH]c(=O)[nH]3)n2-c2ccc(Cl)cc2)CC1
    -0.1	4	0	-4	-3	5	-11	-1
45	COc1ccc(C#Cc2ccc3c(c2)[C@]2(C(=O)N3)[C@H](c3ccccc3OCCO)N3[C@H](c4ccccc4)[C@H](c4ccccc4)OC(=O)[C@H]3[C@@H]2C(=O)NC[C@H](O)c2ccccc2)cc1
    .	-1	-3	-5	.	6	0	36
46	CC(=O)Nc1cc(-c2ccc(C(=O)N3CCOCC3)cc2)cn2c(-c3cccc(C(C)=O)c3)cnc12
    -0.2	8	1	-14	1	7	13	.
47	Cc1cccc(OCC(=O)NCCNC(=O)c2ccco2)c1
    -0.1	4	2	-13	-5	1	-3	-7
48	Cc1ccc(C(=O)O)cc1NC(=O)c1cccs1
    .	.	-3	.	-5	.	3	-9
49	O=c1nc2n(c3cc(Cl)c(S(=O)(=O)N4CCOCC4)cc13)CCCCC2
    .	.	2	.	-1	.	6	-1
50	CC(CCc1ccccc1)NC(=O)COC(=O)c1cccn1C (centres undefined)
    -2.6	-2	3	-27	2	-2	0	.
51	CCn1c(=O)n(CC)c2cc(S(N)(=O)=O)c(C)cc21
    .	.	5	.	-8	.	-1	-2
52	CCCOc1ccc(/C=C/c2c([N+](=O)[O-])c(=O)n(C)c(=O)n2C)cc1
    -1.3	2	8	-8	-3	0	-1	.
53	CCOC(=O)C1CCN(S(=O)(=O)c2c(C)[nH]c(C)c2C(=O)N2CCCC2)CC1
    -0.1	-1	-3	-4	0	1	-2	-18
54	Cn1cc(CC(=O)N2CCN(c3ccc(Cl)cc3)CC2)c2ccccc21
    .	.	-1	.	4	.	-4	0
55	O=C(CN1C(=O)c2ccccc2S1(=O)=O)Nc1ccccc1C(=O)NCc1ccco1
    .	.	-1	.	4	.	-8	6
56	C[C@@H]1CCCCO[C@@H](CN(C)C(=O)CCC(F)(F)F)[C@H](C)CN([C@@H](C)CO)C(=O)c2cc(NC(=O)Nc3ccccc3)ccc2O1
    0.0	-3	3	12	6	-5	7	-1
57	CN(C)CC(=O)N1[C@H](C(=O)NC2CCC2)[C@@H](CO)[C@@H]2Cn3c(ccc(-c4ccccc4)c3=O)[C@@H]21
    -0.2	-1	0	11	-2	3	7	0
58	O=C(NNC(=O)c1cccc([N+](=O)[O-])c1)c1ccncc1
    .	-1	.	-18	.	4	.	3
59	CC(C)COC(=O)N(C)C[C@H]1OCc2cnnn2CCCC(=O)N([C@H](C)CO)C[C@H]1C
    -1.7&-0.1	2&-3&-2	-5&1&3	-16&7&-1	5&-2&-5	4&6&-1	1&-3&-4	-1&-4
60	Cc1noc(C)c1NC(=O)Nc1ccc2c(c1)CC(=O)N([C@H](C)CO)C[C@H](C)[C@H](CN(C)C(=O)NC(C)C)O2
    0.5	.	3	.	7	.	6	-7

# Next section
# Every second line gives: E-sel inducer	Casp6 inh	PglD inh	RAD52 inh	esBAF inh	ERp5 block	RAD54 branch	ARNT TACC3 PPI
61	CCc1ccc(NC(=O)c2ccc(NC3=NC4CS(=O)(=O)CC4S3)cc2)cc1 (centres undefined)
    .	-7	-1	-17	6	1	-2	3
62	O=C(C[C@@H]1CC[C@H](NC(=O)c2ccc3c(c2)OCO3)[C@@H](CO)O1)NCc1ccc(Oc2ccccc2)cc1
    -0.2	2	0	0	-18	-3	-5	-5
63	CCn1cc(C(=O)N[C@H](C(=O)NC(C)(C)CO)C(C)C)c(=O)c2cc3c(cc21)OCO3
    0.1	1	-2	-12	-1	-1	-2	-26
64	Cc1c(C)c(C)c2[nH]c(=S)[nH]c2c1C
    2.1	-3	6	9	.	4	0	4
65	C=C(C)C1CC=C(C)/C(=N/NC(=O)COc2ccc(Cl)cc2)C1 (centres undefined)
    1.5	-3	5	-11	-7	5	4	-7
66	COCCn1c(SCCCc2ccccc2)nc2c1c(=O)[nH]c(=O)n2C
    .	.	-4	.	-3	.	-8	1
67	CCCCCC(=O)N1C[C@@H](n2cc(COC(=O)c3ccccc3)nn2)[C@H](O)C[C@@H]1c1ccc(C)cc1
    .	-1	-1	-12	0	-1	-1	.
68	O=C(COC(=O)/C=C/c1cccs1)Nc1cccc(S(=O)(=O)N2CCOCC2)c1
    -0.9	2	.	-15	-1	3	7	5
69	CCOC(=O)C(C)Oc1ccc2c(C)cc(=O)oc2c1C(C)=O (centres undefined)
    .	.	1	.	-5	.	1	2
70	CCc1nnc(NC(=O)c2ccc(S(=O)(=O)NC3CCCCC3)cc2)s1
    .	4	5	-8	6	-3	2	-12
71	Cc1noc(C)c1S(=O)(=O)Nc1ccc2c(c1)C(=O)N([C@@H](C)CO)C[C@@H](C)[C@@H](CN(C)Cc1ccc(Cl)c(Cl)c1)O2
    .	2	-5	8	2	18	-8	9
72	COc1ccc(CN2CC(COCc3ccccc3)Oc3ccccc3S2(=O)=O)cc1 (centres undefined)
    -0.5	0	1	-9	-3	7	-11	4
73	N=c1c(C(=O)NC2CCCCC2)cc2c(=O)n3ccccc3nc2n1Cc1cccnc1
    0.6	0	-2	-96	-4	3	-15	2

# Bioassay records as filed in PubChem.
